# 3T3 cytotox – kills NIH 3T3 cells; NIH 3T3 viability, CellTiter-Glo ATP luminescence, 48-72 h; hit rate 4.3% among 94,000; Potency, µM (top dose mostly 96.7 µM), for the others: at the highest dose activity change, negative = cytotoxicity, hits mostly inhibitors; AID 1345082; further: potency means the concentration at half of the fitted maximal effect; nearly all actives have a fitted effect of over 55% in size
#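 Cytotoxicity was measured by CellTiter-Glo ATP luminescence after 48 or 72 h compound exposure at 37 °C. Mouse NIH 3T3 fibroblasts were seeded at 400 cells/well and dosed by 23 nL pin transfer.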
# Luciferase inh – Photinus pyralis luciferase inhibition; P08659; purified P. pyralis luciferase, luminescence, biochemical; Potency, µM (doses to about 115 µM), for inactives: at the top dose activity change, negative = inhibition, usual class: inhibitors; hit rate 2.5% among 76,000; AID 1347043; further: potency means the concentration at half of the fitted maximal effect; nearly all actives have a fitted effect of over 65% in size
# Target sequence (P08659 whole entry, looked up): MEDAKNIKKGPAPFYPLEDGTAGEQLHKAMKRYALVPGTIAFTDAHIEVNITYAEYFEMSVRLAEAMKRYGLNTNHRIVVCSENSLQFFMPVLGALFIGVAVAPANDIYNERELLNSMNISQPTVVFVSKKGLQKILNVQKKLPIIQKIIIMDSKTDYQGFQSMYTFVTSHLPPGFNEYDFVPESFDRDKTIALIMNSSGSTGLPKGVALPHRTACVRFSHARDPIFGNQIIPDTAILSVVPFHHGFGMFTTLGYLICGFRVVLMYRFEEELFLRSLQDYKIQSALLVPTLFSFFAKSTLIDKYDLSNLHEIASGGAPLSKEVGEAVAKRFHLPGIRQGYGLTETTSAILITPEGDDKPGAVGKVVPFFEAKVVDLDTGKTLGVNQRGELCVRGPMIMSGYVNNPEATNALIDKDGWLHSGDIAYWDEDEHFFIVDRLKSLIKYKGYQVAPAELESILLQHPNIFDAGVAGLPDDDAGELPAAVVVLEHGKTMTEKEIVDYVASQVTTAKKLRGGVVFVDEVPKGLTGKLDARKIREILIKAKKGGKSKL
#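 Luminescence read by CCD imager after adding enzyme (10nM final) to wells holding compound, titrated in qHTS. Substrates 10uM each D-luciferin and ATP; buffer 50mM Tris acetate pH 7.5, 10mM Mg acetate, Tween-20, BSA.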
# IP6K1 inhibitor – inhibitors of human IP6K1; AID 1645851; IP6K1 kinase, ADP-Glo luminescence, 2 h; hits give low values; hit rate 0.81% among 140,000; Q92551; activity change, % (series mostly up to about 58 µM); in the data active means activity change below about -25%
# Target sequence (Q92551 whole entry, looked up): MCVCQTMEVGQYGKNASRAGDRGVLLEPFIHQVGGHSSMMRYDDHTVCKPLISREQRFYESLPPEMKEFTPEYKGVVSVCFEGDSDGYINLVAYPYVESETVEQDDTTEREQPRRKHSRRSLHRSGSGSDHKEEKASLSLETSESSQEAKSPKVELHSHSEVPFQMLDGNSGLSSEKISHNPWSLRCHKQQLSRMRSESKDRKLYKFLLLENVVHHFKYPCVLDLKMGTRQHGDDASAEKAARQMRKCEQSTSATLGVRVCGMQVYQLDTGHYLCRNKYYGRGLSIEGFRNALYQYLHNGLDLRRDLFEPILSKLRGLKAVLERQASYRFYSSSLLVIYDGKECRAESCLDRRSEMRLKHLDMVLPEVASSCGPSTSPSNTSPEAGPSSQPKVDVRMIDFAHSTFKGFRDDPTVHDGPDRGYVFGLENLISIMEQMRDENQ
#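 ADP-Glo luminescence measures ADP made by human IP6K1 during a 2 h RT reaction with ATP/IP6 (mix at 1.3 mM/130 uM); top library doses 57.5 and 19.1 uM final.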
# HEK293 viab – reduces viability of HEK-293 SNCA reporter cells | HEK-293-SNCA-luc viability, GF-AFC fluorescence, 24 h | Potency, µM (series often up to 57.1 µM), inactives show at the highest dose activity change, negative = cytotoxicity, hits mostly cytotoxic | hit rate 0.12% among 150,000 | AID 1671193;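 further: potency means the concentration at half of the fitted maximal effect; 0% = DMSO-treated cells and -100% = medium-only wells without cells; nearly all actives have a fitted effect of over 30% in size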
#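 Cytotoxicity counterscreen: after 24 h compound treatment of genome-edited SNCA-luciferase HEK-293 cells, live-cell protease substrate GF-AFC read by fluorescence after 30 min; activity scaled between DMSO (0%) and medium-only (-100%), curves Hill-fitted.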
# HEK293 tox – cytotoxic compounds in HEK 293 cells; HEK 293 viability, ATP luminescence (CellTiter-Glo), 48-72 h; Potency, µM (series often up to 115 µM), for the others: at the top dose activity change, negative = cytotoxicity, hits mostly inhibitors; hit rate 6.6% among 94,000; further: potency means the concentration at half of the fitted maximal effect; nearly all actives have a fitted effect of over 60% in size
#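 HEK 293 cells at 250 cells/well were exposed to compounds by pintool transfer for 48 or 72 hr at 37 degree Celsius, 5% CO2. Viability was read as ATP-coupled luminescence with CellTiter-Glo after 10 min at room temperature.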
# SNCA expr inhib – inhibitors of alpha-synuclein (SNCA) gene expression. HEK-293 SNCA-luciferase knock-in, luminescence, 24 h. Potency, µM (highest dose often 57.2 µM), for inactives: at the top dose activity change, negative = inhibition, hits mostly inhibitors. hit rate 0.17% among 140,000. AID 1671194;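 further: potency means the concentration at half of the fitted maximal effect; plate controls were DMSO cells for no effect and cell-free wells for full effect; nearly all actives have a fitted effect of over 45% in size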
# GPT2 inh – blocks human glutamate pyruvate transaminase 2 | Q8TD30 | Recombinant GPT2, coupled pyruvate oxidase/HRP Amplex Red fluorescence | Potency, µM (series often up to 57.7 µM), without a hit: top-dose activity change, negative = inhibition, most hits filed as inhibitors | hit rate 0.25% among 100,000 | AID 1671188; further: potency means the concentration at half of the fitted maximal effect; nearly all actives have a fitted effect of over 60% in size; many of its hits are not listed in these tables
#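 Fluorescence read-out: pyruvate from GPT2 turnover coupled to pyruvate oxidase, HRP and Amplex Red (0.2mM ThPP, 0.2U/mL PO and HRP, 50uM Amplex final). Substrates 250uM a-KG, 2mM L-alanine; enzyme 10ng/uL; 30 min RT.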
# Active calls of the source: *; i = inactive; ? = inconclusive; / = no result given; & = joins results of further samples; [ ] = remark or other dose. Unless noted, the call rests on the fitted dose curve; in most records, active means well fitted curve in the direction sought with a large enough effect; inconclusive means small, poorly fitted or top-dose-only effect, or another doubt; inactive means no such curve, though single readings can be large; an effect the other way counts as inactive or inconclusive. Unless noted, on the % scale 0 is the no-effect control and ±100 the full control effect.
canonical_smiles,3T3 cytotox,Luciferase inh,IP6K1 inhibitor,HEK293 viab,HEK293 tox,SNCA expr inhib,GPT2 inh
COCC(=O)N1CCn2c(nnc2-c2ccccc2)C1,-11%[138 µM],-3%[172 µM],-8,17%[87.6 µM],i,1%[87.6 µM],1%[88.5 µM]
COc1ccc(CNC(=O)c2cc3cccc(OC)c3oc2=O)cc1,/,/,-2,5%,/,8%,/
COc1ccc(C(=O)N2CCC(N3CCCNC3=O)CC2)cc1,-2%&-12%[138 µM],2%&5%[172 µM],14&13,14%&0%[87.6 µM],?,-1%&-25%[87.6 µM],i
COCCNC(=O)CCc1cc2ccc(C)cc2[nH]c1=O,4%,-5%,34,4%,-3%,-22%,i
O=C(NC1CCCN(c2cc(-c3ccc(F)cc3)[nH]n2)C1)c1ccsc1 (centres undefined),?,?,14,-20%,?,17%,i
CN1CCN(Cc2ccc(NC(=O)Nc3ccc(Oc4cc(NC(=O)C5CC5)ncn4)cc3)cc2C(F)(F)F)CC1,/,/,-5,?,/,0.48µM*,?
COc1ccc(CN2CCc3ncc(C(=O)NCCOc4ccccc4)n3CC2)cn1,?,-4%[172 µM],-1,7%[87.6 µM],-26%[172 µM],21%[87.6 µM],i
O=C(Cn1ccn2nc(-c3ccccc3)c(CO)c2c1=O)N1CCc2ccccc21,i,-1%,7,-9%,-6%,7%,-6%
COc1cc(-c2cnc3n[nH]c(-c4ccc(F)cc4C)c3n2)ccn1,?,10%[172 µM],2,8%[87.6 µM],79µM*,-22%[87.6 µM],i
O=C(c1cccnc1)N1CCC(OC2CCN(Cc3ccccc3)CC2)CC1,-8%,-3%,-4,24%,4%,-6%,-3%
Cc1cccc(Cn2c(SCc3ccc(C(=O)N4CCCCCC4)cc3)nc3ccncc32)c1,/,/,1,-21%,/,?,/
Cc1ccc(C2Cn3nnc(C(=O)N4CCC(C(=O)NCc5ccccc5Cl)CC4)c3CO2)cc1 (centres undefined),i,?,4,8%,2%,22%,i
O=C(c1cc(F)cc(F)c1)N1C[C@@H](CO)[C@H](c2nc(C3CC3)no2)C1,-9%,8%,-13,4%,i,-3%,i
COC(=O)NC1CCCN(c2ccc3nnc(C4CC4)n3n2)C1 (centres undefined),-9%[138 µM],/,2,/,2%[172 µM],/,/
Cc1ccc(S(=O)(=O)N2CCC(n3cnnc3C3CC3)CC2)cc1Cl,-34%,4%,-4,-2%,?,?,-1%
O=C(c1cccc(F)c1)N1CCOC[C@H](Oc2cccnc2)C1,-2%[138 µM],1%[172 µM],14,5%[87.6 µM],i,-16%[87.6 µM],-4%[88.5 µM]
O=C(NCCCN1CCOCC1)c1ccc(N2CC3CC(C2)[C@H]2CCCC(=O)N2C3)nc1 (some centres undefined),i,3%,26,-3%,-3%,?,i
O=C(NCC1CCCCC1)c1ccc2nnc(C3CCOCC3)n2c1,-10%,/,-8,/,1%,/,/
COC(=O)C1=C(C)N=C2SC=C(CC(=O)NCC3CCCO3)N2C1c1cc(OC)ccc1OC (centres undefined),-14%,-2%,21,-8%,-11%,-10%,i
CCOc1ccccc1CN1CCC2(CCN(C(=O)c3ccccc3C)CC2)Oc2ccccc21,?,6%,-19,-24%,?,?,i
CCN(CCc1nc2ccc(C)cc2[nH]1)C(=O)c1ccccc1C1CCNC1 (centres undefined),-2%,-1%,1,-4%,-5%,25%,3%
Cc1ccc(Cl)cc1N1CCN(C(=O)C2CCC(CNS(=O)(=O)c3cccs3)CC2)CC1 (centres undefined),/,/,16,-2%,/,-19%,/
CC(C)Cc1nc2ccc(NC(=O)C[C@H]3NC(=O)c4ccccc4NC3=O)cc2[nH]1,i,-6%,-3,3%,6%,-19%,i
CNC(=O)C1(N2CCC[C@H]2C(=O)NCC2CC2)COC1,i,-2%[230 µM],7,5%[87.6 µM],-3%[230 µM],?,-11%[88.5 µM]
COc1ccc2oc(CNC(=O)C3CCN(CC(N)=O)CC3)nc2c1,-3%,-1%,3,4%,i,0%,1%
Cc1noc([C@H]2CCN(C(=O)Nc3ccccc3F)C[C@H]2NC(=O)C2CC2)n1,i,2%,24,-6%,3%,7%,i
CN(C(=O)CSc1nc2ccccc2n1Cc1ccccc1C#N)c1ccccc1,/,/,18,-7%,/,2%,/
CC(CCNC(=O)c1cc(S(N)(=O)=O)ccc1F)N1CCN(C)CC1 (centres undefined),-16%,-13%,7,11%,-30%,3%,i
CCOc1ccc(-c2cc(NC(=O)Nc3ccccc3C(F)(F)F)c(C(=O)OC)s2)cc1,/,/,0,-5%,/,163%[activator],/
CC(O)CNS(=O)(=O)c1cccc(C(=O)Nc2cccc3c2CCC3)c1 (centres undefined),-26%,-1%,-16,-2%,-1%,-10%,i
CCS(=O)(=O)N1CCCC(c2nc(-c3ccccc3)no2)CCNC(=O)CC1 (centres undefined),-4%,-9%,17,2%,-5%,26%,1%
CCOC(=O)c1ccccc1NC(=O)c1sc2ncn(Cc3cccc(F)c3)c(=O)c2c1C,/,/,-5,-5%,/,3%,/
C=CCC/C=C/C#CCCCCCCCC[C@H]1C(=O)O[C@H](C)[C@@H]1O,/,/,-1,-15%,/,/,?
CCOc1ccc(NC(=O)Cn2nc(-c3ccncc3)ccc2=O)cc1,/,/,-9,-5%,/,?,/
Cc1ccoc1C(=O)N1CC[C@@H]2CN(S(C)(=O)=O)[C@@H]2C1,i,-8%,16,4%[12.5 µM],i,?,-20%
COc1ccc(CCNC(=O)c2ccc(CS(=O)(=O)Cc3cccc(C)c3)o2)cc1OC,/,/,16,-20%,/,20%,/
Nc1c(-c2nc(-c3cccs3)no2)nnn1-c1cccc(Cl)c1,/,/,22,-6%,/,95%[activator],/
COc1ccc(S(=O)(=O)N(CC(=O)NCCSc2ccccc2)c2ccc(C)cc2)cc1,/,/,-15,3%,/,146%[activator],/
CCOC(=O)c1ccccc1NC(=O)Cn1c(=O)n(Cc2nc(-c3ccccc3)no2)c(=O)c2ccccc21,/,/,28,-1%,/,-16%,/
CN(C)CCNC(=O)c1n[nH]c2c1CN(C(=O)c1ccc(F)cc1F)CC2,i,-2%,0,2%,-19%,-19%,1%
CCN1CC(C)(C)CN([S+](=O)([O-])c2ccc(C)cc2)CC1=O,?,/,-5,/,-20%,/,/
Cc1ccccc1C(=O)N1CCN(CCCn2nc3n(c2=O)CCCC3)CC1,-19%,/,-4,/,-11%,/,/
CSCCNC(=O)c1nc2cccnc2n(Cc2ccccc2)c1=O,-24%[138 µM],/,15,2%[87.6 µM],-23%[172 µM],5%[87.6 µM],2%[88.5 µM]
O=C1CC2(CCN(C(=O)C3CCCN(C(=O)c4cccc(Cl)c4)C3)CC2)Oc2ccccc2N1 (centres undefined),?,/,-7,-4%,?,1%,i
CC(C)(C)C(=O)N1CCCC(c2nn(-c3ccc(F)cc3)c(=O)[nH]2)C1 (centres undefined),-26%,-20%,22,-15%,-28%,28%,i
CCOc1ccc(NC(=O)CN2CCN(C3CCCCC3)C(=O)C2=O)cc1,/,/,-12,7%,/,38%,/
CC(=O)NC1(C)CCN(Cc2ccc(-c3ccc(N4CCOCC4)cc3)cc2)C1 (centres undefined),?,?,-8,0%[87.6 µM],?,92%[activator][87.6 µM],1%[88.5 µM]
Cc1ncsc1CN1CCCOCCNC(=O)[C@@H]2CCCC[C@@H]21,-4%,1%,0,3%,-14%,-9%,i
CCS(=O)(=O)c1nc(S(=O)(=O)c2ccc(C)cc2)c(NCc2ccc(Cl)cc2)s1,/,/,-7,-4%,/,8%,/
CNC(=O)[C@@H](c1ccc(Cl)cc1)N1CCC[C@H]1C(=O)NC(C)(C)C,i,-6%[172 µM],-1,0%[87.6 µM],-2%[172 µM],-5%[87.6 µM],3%[88.5 µM]
CCCCc1nc(C)cc(NCCn2ccc3[nH]c(=O)c(C#N)cc3c2=O)n1,-1%,10%,-4,-3%,1%,-1%,i
COCCN1C(=O)CC[C@]2(C(=O)NCc3cccc(OC)c3OC)CCCC[C@@H]12,1%,3%,-12,-2%,i,2%,?
CCc1ccc(NC(=O)C2CCCN(S(=O)(=O)c3ccc4c(c3)CCCN4C(C)=O)C2)cc1 (centres undefined),/,/,7,-7%,/,-20%,/
CCSc1ncc(CN2CC[C@@H](NC(=O)c3cnccn3)[C@H](O)C2)cn1,4%,5%,-5,?,-5%,?,-11%
COc1ccc(CCNC(=O)CCCn2c(=O)c3ccccc3n(CC(=O)Nc3cccc(C)c3)c2=O)cc1OC,/,/,1,?,/,-17%,/
Cc1ccsc1C(=O)N1CC(Oc2ccccc2-c2nc(-c3cnccn3)no2)C1,-24%,-7%,-12,-5%,-11%,-19%,3%

# (continued)
canonical_smiles,3T3 cytotox,Luciferase inh,IP6K1 inhibitor,HEK293 viab,HEK293 tox,SNCA expr inhib,GPT2 inh
N#Cc1ccc(CN2CCC3(CC2)NC(=O)c2ccccc2O3)cc1,?,-4%[172 µM],6,-12%[87.6 µM],?,?,-4%[88.5 µM]
CN(c1ccccc1)c1cc(=O)c2ccnc(NCc3cnccn3)c2o1,?,-6%[172 µM],-8,6%[87.6 µM],?,-32%[87.6 µM],-8%[88.5 µM]
COCCNC(=O)[C@H]1C[C@H](Oc2cccnc2)CN1C(=O)NC1CCCCC1,1%,0%,29,-15%,-14%,11%,5%
O=C1COc2ccc(N3CCOCC3)nc2CN1Cc1ccc(F)cc1,?,-5%[172 µM],-2,-5%[87.6 µM],?,-1%[87.6 µM],1%[88.5 µM]
COCC1CN(C)CC12CCN(C(=O)CCc1ccccc1OC)CC2 (centres undefined),-17%,-3%,23,-12%,?,9%,5%
CNC(=O)c1cc(C)nc2onc(C3CCN(C(=O)c4ccccc4)C3)c12 (centres undefined),-15%,/,-4,/,-3%,/,/
CCOc1ccc(CNS(=O)(=O)c2ccc3[nH]c(=O)ccc3c2)cc1,/,/,-11,1%,/,20%,/
CC(=O)Nc1ccc(NC(=O)CCCc2nc(-c3ccc(C(C)(C)C)cc3)no2)cc1,/,/,-4,5%,/,?,/
Cc1oc2ncn(C)c(=O)c2c1C(=O)N1CCN(c2ccccc2)CC1,/,/,-2,7%,/,1%,/
COCCNC(=O)C[C@@H]1C[C@H]2O[C@H](CNCc3cnccc3Cl)[C@@H](O)[C@H]2O1,-7%[174 µM],-1%[172 µM],17,3%[87.6 µM],-24%[172 µM],-5%[87.6 µM],-10%[88.5 µM]
Cc1nn(CCCC(=O)Nc2cccc(F)c2)c(=O)c2c1sc1ccccc12,/,/,6,0%,/,32%[activator],/
